GDH-TPI inh: counter-screen for M. tuberculosis FBA inhibitors: GDH-TPI coupled enzymes | 360,000 tested, 1.2% active | AID 588335 | inhibition, % at 4.8 µM | GDH-TPI coupled enzyme counterscreen, NADH absorbance; in the data active = inhibition above about 30%;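 note: 0% = DMSO wells and 100% = wells lacking the enzyme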
FBA Mtb inh: inhibitors of M. tuberculosis fructose-bisphosphate aldolase. P9WQA3. AID 588726. inhibition, % at 1 µM. 360,000 tested, 2.3% active. purified M. tuberculosis FBA, fluorescence read-out; in the data active = inhibition above about 27%;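 note: 0% = vehicle and 100% = reference inhibitor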
PriA SSB inh: K. pneumoniae PriA-SSBct interaction inhibition; AlphaScreen SSBct-PriA binding, biotinylated peptide; inhibition, % at 33 µM; 430,000 tested, 0.6% active; AID 1272365; in the data active = inhibition mostly above about 37%, no sharp cut-off; inactive = mostly below about 20%;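 note: plate controls were negative control peptide for no effect and reference peptide for full effect; strong numbers were not always called active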
MazF activator: increases E. coli MazEF RNase cleavage of RNA; P0AE70; FAM/BHQ RNA-DNA oligo cleavage fluorescence, 5 h; activation, % at 20 µM; 350,000 tested, 0.32% active; AID 504720; in the data active = activation above about 50%
Vc quorum ag: quorum light induction in luxS cqsA deficient V. cholerae | 350,000 tested, 0.16% active | activation, % at 18.7 µM | V. cholerae BH1578 lux reporter, luminescence, 6 h; in the data active = activation mostly above about 9.7%, no sharp cut-off; note: not every result past the cut was called active; inactives centre near 0; reference of the scale not given here
UGM FP inh: inhibitors of M. tuberculosis UDP-galactopyranose mutase | P9WIQ1 | purified UGM, fluorescence polarization probe displacement | inhibition, % at 10 µM | 320,000 tested, 0.06% active | AID 504406; in the data active = inhibition above about 10%, passing the limit was not always enough
Target sequence (P9WIQ1 whole entry, looked up): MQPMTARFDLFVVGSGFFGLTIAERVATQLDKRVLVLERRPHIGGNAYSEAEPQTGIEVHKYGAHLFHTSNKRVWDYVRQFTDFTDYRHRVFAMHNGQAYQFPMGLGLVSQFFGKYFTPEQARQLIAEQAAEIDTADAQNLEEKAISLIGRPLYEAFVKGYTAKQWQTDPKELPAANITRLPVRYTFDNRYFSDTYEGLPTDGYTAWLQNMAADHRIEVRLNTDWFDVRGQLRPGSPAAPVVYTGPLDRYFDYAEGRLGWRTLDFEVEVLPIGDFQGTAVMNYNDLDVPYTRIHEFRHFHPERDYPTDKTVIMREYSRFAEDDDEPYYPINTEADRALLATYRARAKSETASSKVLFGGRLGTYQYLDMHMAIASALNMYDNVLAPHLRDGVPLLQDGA
Mtb BioA inh: inhibitors of Mycobacterium tuberculosis BioA enzyme; purified M. tuberculosis BioA enzyme, plate reader; 360,000 tested, 0.096% active; inhibition, % at 9.99 µM; in the data active = inhibition above about 40%
SARS 3CLpro inh: SARS-CoV 3CLpro protease inhibition; recombinant SARS-CoV 3CLpro, quenched FRET peptide cleavage; inhibition, % at 6 µM; 290,000 tested, 0.14% active; in the data active = inhibition above about 12%
Rv3671c protease: Rv3671c (M. tuberculosis) protease inhibition; AID 2606; inhibition, % at 5.96 µM; 320,000 tested, 0.048% active; in the data active = inhibition above about 38%;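 note: extracellular domain of Rv3671c used as enzyme; 0% = enzyme with DMSO and 100% = no enzyme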
Target sequence (P9WHR9 whole entry, looked up, the tested form may be a part): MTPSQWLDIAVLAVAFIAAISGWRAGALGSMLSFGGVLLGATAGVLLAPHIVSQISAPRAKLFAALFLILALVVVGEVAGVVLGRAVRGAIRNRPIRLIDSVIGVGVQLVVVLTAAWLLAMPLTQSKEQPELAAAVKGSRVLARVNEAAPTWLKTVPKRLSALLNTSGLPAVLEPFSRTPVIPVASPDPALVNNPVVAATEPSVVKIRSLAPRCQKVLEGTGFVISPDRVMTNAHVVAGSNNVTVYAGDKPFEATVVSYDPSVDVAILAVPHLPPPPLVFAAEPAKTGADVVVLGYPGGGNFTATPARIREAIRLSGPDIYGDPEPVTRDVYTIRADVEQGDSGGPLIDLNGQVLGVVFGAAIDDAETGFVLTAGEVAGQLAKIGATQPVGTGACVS
DUSP3 inh: DUSP3 (human) phosphatase inhibition; AID 1654; 290,000 tested, 0.52% active; recombinant VHR phosphatase, pNPP absorbance; P51452; inhibition, % at 13.3 µM; in the data active = inhibition above about 50%; note: some compounds called inactive have numbers as strong as hits
Target sequence (P51452 whole entry, looked up): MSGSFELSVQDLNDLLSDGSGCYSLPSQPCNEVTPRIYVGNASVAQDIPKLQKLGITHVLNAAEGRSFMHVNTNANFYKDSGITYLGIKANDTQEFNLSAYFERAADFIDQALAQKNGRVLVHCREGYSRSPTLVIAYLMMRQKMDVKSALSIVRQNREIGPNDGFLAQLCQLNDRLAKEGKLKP
* hit, by the source's call; i = inactive; . = no result given.

SMILES	GDH-TPI inh	FBA Mtb inh	PriA SSB inh	MazF activator	Vc quorum ag	UGM FP inh	Mtb BioA inh	SARS 3CLpro inh	Rv3671c protease	DUSP3 inh
CC1CN(S(=O)(=O)c2cccc(C(=O)OC/C(O)=C(\C#N)c3nc4ccccc4[nH]3)c2)CC(C)O1 (configuration not stated)	-1	-2	-12	0	i	-0.6	.	-2	-18	-8
COc1ccc(NC(=O)COC(=O)CNC(=O)C2CCCCC2)cc1	-2	-2	-6	-8	-0.4	0.5	.	4	-1	22
CCCCOc1ccc(C(=O)CCN2CCCCC2)cc1	-2	0	-2	-7	15	-0.8	-9.7	-2	9	1
CCc1cccc(NC(=O)C(NC(=O)C2CCCCC2)C(C)C)c1 (configuration not stated)	-8	7	-4	-7	i	-1.1	.	-5	6	8
Cc1cc(C)c2oc(=O)cc(CN3CCC(C)CC3)c2c1	-3	2	-4	5	-0.4	0.5	.	0	6	15
Nc1c(Br)cc2oc(-c3ccccc3)nc2c1Br	7	3	1	-10	-0.5	-0.1	-0.1	-3	2	3
O=C1CC(=O)N2CCSC2=N1	13	-3	-14	3	i	.	-0.8	.	.	.
Oc1ccc(C=Nc2ccccc2-c2nc3ccccc3[nH]2)c(O)c1	33*	166*	-29	16	-0.6	1.5	0.5	-1	5	34
COc1ccc(N(C(=O)CNC(=O)c2ccco2)C(C(=O)NCC2CCCO2)c2ccc(OC)c(OC)c2)cc1 (configuration not stated)	0	7	-8	1	i	3.4	-1.5	-3	4	31
OC1(c2ccc(Cl)cc2)CCN(Cc2nc(-c3cnccn3)no2)CC1	6	-2	1	6	i	-0.8	1.1	-1	9	5
COc1ccc2oc(=O)c(C(=O)N3CCN(C(=O)c4ccco4)CC3)cc2c1	1	34*	-8	1	-0.5	-3.0	-0.1	8	2	7
COc1cc(C2C(C(=O)c3ccc(C)o3)=C(O)C(=O)N2c2cc(C)on2)ccc1O (configuration not stated)	12	0	-8	-1	-5.6	2.3	1.5	-3	5	15
CCOC(=O)C(C(=O)OCC)[C@@H]1CS(=O)(=O)C[C@H]1C(C(=O)OCC)C(=O)OCC	12	2	-7	5	-1.0	1.4	-0.9	3	-12	-27
COc1ccc(C2CC(=O)C(C=NCCO)=C(O)C2)cc1 (configuration not stated)	5	1	-11	6	-0.3	-0.8	5.5	-3	-3	81
O=C(NCc1ccc2c(c1)OCO2)c1cccc(S(=O)(=O)N2CCCC2)c1	-7	1	6	5	1.4	-3.3	5.9	-7	.	4
CC(=O)c1cc2c(cc1NC(=O)CN1CCN(c3cccc(C(F)(F)F)c3)CC1)OCO2	-3	0	-3	0	i	0.3	-1.2	1	3	4
CCOc1ccccc1NC(=O)CSc1nnc(-c2cnccn2)n1CC	3	-8	10	2	i	2.8	13	-3	1	18
O=C(NCc1ccccc1)N(Cc1cc2cc3c(cc2[nH]c1=O)OCO3)CC1CCCO1 (configuration not stated)	14	14	-3	3	i	-1.5	-5.2	-7	-1	19
O=C(O)c1cc(C(F)(F)F)nc2c(C(F)(F)F)cccc12	9	6	-1	6	i	6.6	-1.8	-2	-10	10
Cc1ccc(C(=O)NCC(=O)Nc2cc(C)ccn2)cc1	-1	0	-6	0	i	-2.1	-0.1	.	-3	.
CCOC(=O)C1=C(O)/C(=C/N(C)C)N=C1C	16	1	-10	-5	-0.4	3.4	-3.4	-9	-4	8
COC(=O)c1ccncc1N	0	47*	-7	-9	-1.5	0.7	.	1	-7	9
CCCCN(C)c1c(C)nc2ccc(C(=O)Nc3ccc(OC)c(OC)c3)cn12	12	-2	.	.	0.3	.	3.9	.	.	.
COc1ccc(S(=O)(=O)N2CCN(C(=O)c3ccc(NC(C)=O)cc3)CC2)cc1	7	4	-4	1	i	-2.6	0.5	.	1	.
CC(C)(C)c1nnc(N/N=C/c2ccccc2O)n(N)c1=O	36*	0	.	0	0.5	2.9	-0.6	-5	-4	13
O=C(Nc1ccccc1Sc1ccccc1)c1ccc(F)cc1	6	0	-112	-3	-0.2	1.6	.	-5	2	-5
Cc1ccc(CC2(C)C(=O)Nc3c(Cl)ccc(Cl)c32)cc1 (configuration not stated)	-5	2	.	.	-0.5	.	-0.4	.	.	.
COc1ccc(NC(=O)CCCOc2ccc(C)cc2)cc1S(=O)(=O)N1CCCCC1	4	-3	.	3	i	.	0.1	.	.	.
O=S(=O)(NCC(c1ccco1)N1CCN(c2ccccc2F)CC1)c1ccc(F)cc1 (configuration not stated)	-1	3	-13	-1	0.6	-0.7	.	-2	-2	1
COc1ccc(-c2cc(C(=O)Nc3cc(S(N)(=O)=O)ccc3C)c3ccccc3n2)cc1OC	15	1	-3	0	i	3.5	.	.	-9	.
C=CCn1c(SCC(=O)N2CCOCC2)nnc1C(C)NC(=O)c1ccccc1 (configuration not stated)	-7	3	-15	-5	-0.4	0.5	0.1	-1	-6	16
Cn1cnc2nc(Cl)nc(Cl)c21	12	4	-8	-1	.	.	.	.	.	.
COc1cc(NC(=O)c2ccccc2[N+](=O)[O-])c(C(=O)O)cc1OC	-5	0	-4	3	-0.2	0.3	-0.6	0	-9	11
Nc1ncnc2c1ncn2[C@@H]1O[C@H](CNCc2ccc(-c3cc(C(F)(F)F)ccc3Cl)o2)[C@@H](O)[C@H]1O	3	-2	10	2	i	.	-0.2	.	.	.
CCn1c(C(c2ccccc2)c2ccccc2)n[nH]c1=S	-6	-1	-2	4	3.4	1.0	0.0	3	4	26
O=C1CC(c2ccccc2)C(C(=O)O)N1 (configuration not stated)	1	-1	-8	9	-0.4	0.0	0.1	-8	-4	13
O=C(Cn1ccc2ccccc2c1=O)NCC1COc2ccccc2O1 (configuration not stated)	2	1	0	0	i	-1.1	-1.1	-1	10	-2
O=S(=O)(c1ccc2c(c1)OCCO2)N1CCc2ccccc21	-3	-1	-24	-6	-0.3	-0.9	-0.4	1	0	14
COc1cc(NC(=S)NCC2CCCO2)c(OC)cc1Cl (configuration not stated)	-1	-3	2	-3	-0.3	-2.2	2.9	-4	1	17
C=CCOc1ccc(/C=N/NC(=O)c2cc3c(OC)cc(OC)cc3[nH]2)cc1	32*	9	.	2	-1.6	-1.1	-1.1	7	-15	-19
COc1ccc2c(Cl)c(-c3nnc4n3CCCCC4)sc2c1	-6	2	-17	0	i	-0.5	12	2	-4	3
O=[N+]([O-])c1cc(S(=O)(=O)N2CCCC2)ccc1O	1	-3	-32	2	-0.3	0.3	.	2	5	-4
CCCCc1c(C)nc2ccc(C(=O)OCC)cc2c1Cl	-2	3	-1	1	-2.7	0.4	0.6	2	8	3
Cc1ccc(S(=O)(=O)n2nc(C)c(S(=O)(=O)N3CCCCC3)c2C)cc1	5	1	10	4	i	0.9	-1.9	-2	-12	-15
O=C1C(=Cc2cccn2-c2ccccc2)C(=O)c2ccccc21	-1	-10	10	242*	-0.3	1.1	-2.2	-3	1	21
Cc1ccc(S(=O)(=O)N2CCOCC2)cc1NC(=O)COc1ncnc2ccccc12	9	-1	-13	1	-0.3	-0.2	.	4	-8	2
OCCCNc1c2c(nc3cc(-c4ccc(Cl)cc4)nn13)CCC2	0	2	-1	8	i	1.3	.	-8	3	16
CC1CC(C)CN(c2ncnc3c2cnn3Cc2ccc(Cl)cc2)C1 (configuration not stated)	-8	4	-13	-2	i	-1.1	1.2	-2	-6	3
Cc1cc(C(=O)OCC(=O)Nc2cc(C)on2)c2ccccc2n1	5	4	-2	-13	i	-2.3	-1.9	0	0	28
Cc1noc(NS(=O)(=O)c2ccc(NC(=O)CSc3ncccn3)cc2)c1C	0	0	2	13	-0.4	0.9	-0.7	0	9	11
CN(C)S(=O)(=O)n1cc(/C=C(\NC(=O)c2ccccc2F)C(=O)NCCN2CCOCC2)c2ccccc21	12	4	.	7	-0.8	.	1.4	.	.	.
Cc1cccc(NS(=O)(=O)c2ccc(C)c(C(=O)N(C)C)c2)c1	7	0	-13	4	i	-0.3	-0.1	.	-2	.
CCCCc1ccc(NC(=S)NN2CCOCC2)cc1	10	-3	9	2	0.2	4.5	.	-1	7	-4
O=C(NCCN1CCN(C(=O)c2cc3ccccc3oc2=O)CC1)c1cc2ccccc2oc1=O	23	2	94*	-12	-0.2	4.1	-0.5	5	6	24
CCOC(=O)N1CCc2c(sc3c2c(=O)n(Cc2ccccc2)c(=O)n3CC(=O)NCC2CCCO2)C1 (configuration not stated)	-3	-3	-2	1	i	-3.8	1.9	-3	9	-5
CCC1CCCCN1CCCNC(=O)c1cn(CC)c2ccc(S(=O)(=O)N(C)C3CCCCC3)cc2c1=O (configuration not stated)	11	-1	-13	18	-5.6	-2.3	8.1	-2	-6	51*
CC(=O)N(c1ccccc1)c1nc2ccccc2s1	-1	0	0	1	-5.6	.	-0.7	.	.	.
O=C(/C=C/c1ccco1)NCc1ccc(F)cc1	4	4	1	4	0.7	-0.9	.	4	3	-14
O=C(O)C1Cc2[nH]cnc2C(c2ccc(F)cc2)N1 (configuration not stated)	-6	-2	-6	-5	i	-0.6	.	-6	-2	17
CC(=O)NNc1nc2ccccc2s1	2	3	-2	-1	-5.0	0.1	-3.7	2	-7	31
COc1ccc(N=Cc2c(OC)ccc3ccccc23)cc1	-3	-1	6	5	1.2	0.6	-0.6	.	3	.
Cc1csc(NC(=O)CCC(=O)c2cccs2)n1	-6	0	4	10	-0.2	-0.2	.	-4	2	33

Compounds shown so far that contain a Cl atom, in the order listed:
SMILES	GDH-TPI inh	FBA Mtb inh	PriA SSB inh	MazF activator	Vc quorum ag	UGM FP inh	Mtb BioA inh	SARS 3CLpro inh	Rv3671c protease	DUSP3 inh
OC1(c2ccc(Cl)cc2)CCN(Cc2nc(-c3cnccn3)no2)CC1	6	-2	1	6	i	-0.8	1.1	-1	9	5
Cc1ccc(CC2(C)C(=O)Nc3c(Cl)ccc(Cl)c32)cc1 (configuration not stated)	-5	2	.	.	-0.5	.	-0.4	.	.	.
Cn1cnc2nc(Cl)nc(Cl)c21	12	4	-8	-1	.	.	.	.	.	.
Nc1ncnc2c1ncn2[C@@H]1O[C@H](CNCc2ccc(-c3cc(C(F)(F)F)ccc3Cl)o2)[C@@H](O)[C@H]1O	3	-2	10	2	i	.	-0.2	.	.	.
COc1cc(NC(=S)NCC2CCCO2)c(OC)cc1Cl (configuration not stated)	-1	-3	2	-3	-0.3	-2.2	2.9	-4	1	17
COc1ccc2c(Cl)c(-c3nnc4n3CCCCC4)sc2c1	-6	2	-17	0	i	-0.5	12	2	-4	3
CCCCc1c(C)nc2ccc(C(=O)OCC)cc2c1Cl	-2	3	-1	1	-2.7	0.4	0.6	2	8	3
OCCCNc1c2c(nc3cc(-c4ccc(Cl)cc4)nn13)CCC2	0	2	-1	8	i	1.3	.	-8	3	16
CC1CC(C)CN(c2ncnc3c2cnn3Cc2ccc(Cl)cc2)C1 (configuration not stated)	-8	4	-13	-2	i	-1.1	1.2	-2	-6	3

Screening data from PubChem BioAssay.

Only part of the results is shown, so the mix of outcomes need not match the whole.
